Assay outcomes as filed in PubChem BioAssay.
Kir21 block = inhibitors of mouse Kir2.1 inward-rectifier potassium channel; hit rate 0.85% among 310,000; HEK293-Kir2.1, FluxOR thallium flux fluorescence; active compounds read low; B-score at 10 µM;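 active = fluorescence ratio B-score at or below minus 3 SD of library scores, with starting-brightness B-score within 2 SD, cut at about -4.2 in these data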;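 also: channel flux triggered by added potassium and thallium sulfate stimulus; B-score of peak minus minimum fluorescence over baseline after thallium stimulus; more negative B-score means stronger Kir2.1 block with less thallium influx; some compounds called inactive have numbers as strong as hits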
Target sequence (P35561 whole entry, looked up): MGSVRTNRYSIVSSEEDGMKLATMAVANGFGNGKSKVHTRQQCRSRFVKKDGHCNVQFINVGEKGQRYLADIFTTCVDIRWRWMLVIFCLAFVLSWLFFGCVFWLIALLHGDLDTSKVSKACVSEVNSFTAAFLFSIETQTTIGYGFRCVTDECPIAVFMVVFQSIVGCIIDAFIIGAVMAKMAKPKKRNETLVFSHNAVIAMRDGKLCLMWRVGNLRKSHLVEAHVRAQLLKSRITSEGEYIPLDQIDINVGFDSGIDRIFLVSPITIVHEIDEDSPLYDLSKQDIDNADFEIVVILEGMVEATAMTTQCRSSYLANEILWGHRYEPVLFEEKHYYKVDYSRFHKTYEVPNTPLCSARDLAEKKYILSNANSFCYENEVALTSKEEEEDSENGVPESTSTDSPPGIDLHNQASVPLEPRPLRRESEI
CHT block = inhibits the human high affinity choline transporter; hit rate 0.86% among 310,000; AID 488975; CHT-expressing cells, membrane potential dye, choline response; active compounds read low; B-score at 10 µM; Q9GZV3;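 active = B-score over 3 SD under the library average, and starting fluorescence ratio not unusually high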;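 also: choline stimulus applied at its EC90 after an EC20 pre-addition; B-score computed on integrated fluorescence ratio after choline addition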
Target sequence (Q9GZV3 whole entry, looked up): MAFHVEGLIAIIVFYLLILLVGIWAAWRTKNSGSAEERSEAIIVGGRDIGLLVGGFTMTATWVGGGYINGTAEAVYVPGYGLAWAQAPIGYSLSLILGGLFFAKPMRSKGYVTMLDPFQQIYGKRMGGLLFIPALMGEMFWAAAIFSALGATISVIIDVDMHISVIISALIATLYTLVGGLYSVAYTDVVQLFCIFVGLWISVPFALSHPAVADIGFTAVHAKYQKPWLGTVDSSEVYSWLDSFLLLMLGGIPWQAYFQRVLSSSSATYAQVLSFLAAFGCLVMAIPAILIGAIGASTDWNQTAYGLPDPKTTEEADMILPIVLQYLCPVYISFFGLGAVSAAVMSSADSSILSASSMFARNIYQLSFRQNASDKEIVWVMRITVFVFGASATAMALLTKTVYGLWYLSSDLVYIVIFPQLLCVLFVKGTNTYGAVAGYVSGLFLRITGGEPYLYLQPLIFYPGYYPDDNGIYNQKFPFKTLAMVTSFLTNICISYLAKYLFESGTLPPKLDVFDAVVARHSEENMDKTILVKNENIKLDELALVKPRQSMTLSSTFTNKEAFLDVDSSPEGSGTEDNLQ
The depositor's hits bear a star; i = inactive.

Kir21 block,CHT block,canonical_smiles
-2.38,i,Cc1ccc(C(=O)N[C@@H](C)CN2C3=NC[C@H](C(C)C)N3C[C@H]2Cc2ccc(O)cc2)cc1Br
0.91,i,O=C(CCCN1C(=O)c2ccccc2C1=O)Nc1ccccc1C(=O)N1CCOCC1
1.02,i,N#C/C=C(/c1ccc(F)cc1)N1CCOCC1
-0.25,i,COC(=O)c1sccc1NC(=O)Cn1nnc(-c2ccccc2C)n1
0.32,i,CC(=O)Nc1nn(C)c2nc3cc(C)ccc3cc12
0.99,i,COc1ccccc1/C=C/CN1CCC(n2nccc2NC(=O)C2CC2)CC1
1.99,i,Cc1ccc(NC(=O)C(=O)NCCCN2CCCC2=O)c(C)c1
0.39,i,CC(=O)Nc1c(Cl)cc([N+](=O)[O-])c2ccccc12
0,i,Cc1noc(C)c1COc1cccc(C(=O)Nc2ccc3c(c2)OCO3)c1
-0.61,i,O=C(O)C[C@H]1c2cc(C(F)(F)F)ccc2S(=O)(=O)N1C1CCCCC1
-1.17,i,COc1ccc(-c2nc3cc(NC(=S)NC(=O)Cc4ccccc4)ccc3o2)cc1
0.75,i,COc1ccc(/C=N/NC(=O)Cn2cnc3c2c(=O)n(C)c(=O)n3C)c(OC)c1OC
-0.62,i,COc1ccccc1N(CC(=O)NCCC1=CCCCC1)S(=O)(=O)c1ccccc1
0.02,i,CCOc1ccccc1NC(=O)NC(C)c1ccc2c(c1)OCO2 (stereo not given)
-0.22,i,CCOc1ccc(NC(=O)CN(C)c2nnnn2-c2ccccc2)cc1OCC
-0.04,i,O=C(NCc1ccccc1C(F)(F)F)C1CCC(=O)N(C2CCCCCC2)C1 (stereo not given)
-1.08,i,CCN(CC)c1nc(N)n(CCSC(=S)N(C)C)c(=O)n1
1.05,i,O=C(C1=C(O)C(=O)N(CC2CCCO2)C1c1ccc(Cl)cc1)c1ccco1 (stereo not given)
0.66,i,C=CCc1cccc(C=Nc2ccc(Br)cc2)c1O
-0.37,i,COc1ccc(-n2nc(C)c3c(=O)c4c([nH]c32)CCCC4)cc1
0.42,i,O=C(CSC1=NCCS1)Nc1ccccc1F
-1.13,i,CCCc1cc(=O)oc2c(C)c(OCC(=O)NCCCN3CCOCC3)ccc12
1.51,i,CCOc1ccc(NC(=O)CCc2ccc(C)o2)cc1
-0.42,i,CNC(=S)N1N=C(c2ccc(OC)cc2)CC1c1ccc(N(C)C)cc1 (stereo not given)
0.31,i,S=C(Nc1ccc(Cl)c(Cl)c1)NC1CCN(Cc2ccccc2)CC1
1.52,i,Oc1[nH]c2ccc(Br)cc2c1N=NC(=S)NCC1CCCO1 (stereo not given)
0.08,i,Cc1ccc(CNC(=O)C(=O)c2cn(CC(=O)N3CCCC3)c3ccccc23)cc1
-8.6,i,Cc1cc2nc3c(=O)[nH]c(=S)[nH]c3nc2cc1NC(=O)C(F)(F)F
1.29,i,CCc1cccc(NC(=O)C2CCCN(S(=O)(=O)c3c(C)[nH]c(=O)[nH]c3=O)C2)c1 (stereo not given)
0.94,i,Cc1c(Cc2ccc3c(c2)OCO3)sc(NC(=O)C(C)(C)C)c1C#N
-0.1,i,COc1cc(C(C(=O)NC2CCCCC2)N(CCN2CCOCC2)C(=O)C2COc3ccccc3O2)cc(OC)c1OC (stereo not given)
-0.36,i,O=C(Nc1ccc(NC(=O)c2ccc(Cl)cc2Cl)cc1)c1cccs1
0.85,i,Cc1ccc(-c2ccc(=O)n(CC(=O)NCCCN3CCCCC3C)n2)cc1 (stereo not given)
0.76,i,O=C(NNC(=O)c1ccc(NC(=O)c2ccccc2)cc1)c1ccccc1
0.6,i,O=C(N1CCCCC1)C12CC3CC(CC(C3)C1)C2
-2.3,i,COc1ccc(S(N)(=O)=O)cc1C(=O)NCCCN1CCN(c2cccc(Cl)c2)CC1
0.78,i,O=C(O)c1ccccc1C(=O)NC1CCCc2ccccc21 (stereo not given)
0.11,i,CCn1c(CCc2nc3ccccc3[nH]2)n[nH]c1=S
-0.88,i,COc1ccc(-n2nc3c(c2NC(=O)CCl)CSC3)cc1
-1.21,i,O=C(/C(=C/c1ccc(Cl)cc1)c1nc2ccccc2[nH]1)c1cccs1
-1.8,i,CCN1C(=S)N[C@@H](c2cccc(F)c2)C(C(=O)OC)=C1C
2.39,i,O=C(O)c1ccc(Nc2nc3ccccc3nc2NS(=O)(=O)c2ccc(F)cc2)cc1
-0.71,i,CCOC(=O)c1[nH]c(C)c(C(=O)N2CCN(c3ccc(OC)cc3)CC2)c1C
0.48,i,CCOC(=O)C(NC(=O)c1ccccc1)(OCc1ccc(F)cc1)C(F)(F)F (stereo not given)
1.38,i,COc1ccc(Cn2nnnc2CN(CCCN2CCOCC2)Cc2cc3cc(OC)ccc3[nH]c2=O)cc1
-2.35,i,O=C(CSc1ccc2nnc(-c3ccc(F)cc3)n2n1)NCc1ccco1
2.95,i,CCCCNC(=S)NCc1ccc2[nH]c3c(c2c1)CCCC3
0.74,i,COc1ccc(C(=O)NCC(=O)N/N=C(\C)c2ccco2)cc1OC

Record cards, as listed above:
Cc1ccc(NC(=O)C(=O)NCCCN2CCCC2=O)c(C)c1 in the list: Kir21 block: 1.99; CHT block: i
COc1ccc(-n2nc3c(c2NC(=O)CCl)CSC3)cc1 in the list: Kir21 block: -0.88; CHT block: i
N#C/C=C(/c1ccc(F)cc1)N1CCOCC1 in the list: Kir21 block: 1.02; CHT block: i

(cont.)
Kir21 block,CHT block,canonical_smiles
-1.21,i,COc1ccc(C2CC(c3ccc(Cl)c(Cl)c3)Nc3nc(N)nn32)cc1 (stereo not given)
0.02,i,Cc1ccc(NC(=S)N2CCN(S(=O)(=O)c3ccc(F)cc3)CC2)cc1
0.47,i,CSC(=NC#N)N1CCN(c2ccc(Cl)cc2)CC1
0.78,i,CC(C)(O)c1[nH]c2ccc(C(F)(F)F)cc2c1C(C)(C)O
0.76,i,O=C(COC(=O)c1nc(Cl)ccc1Cl)Nc1ccc2c(c1)OCO2
-0.48,i,CSCCC(NC(=O)/C(=C/c1ccc(F)cc1)NC(C)=O)C(=O)O (stereo not given)
1.18,i,Oc1ccc(/C(Cc2ccccn2)=N\Nc2ccccc2)c(O)c1
0.27,i,CCOc1ccc(NS(=O)(=O)c2ccc(NC(=O)C3CC3)cc2)cc1
-1.03,i,O=C(Nc1nnc(C2CC2)s1)C1Cc2ccccc2CN1C(=O)c1ccco1 (stereo not given)
-0.38,i,COC(=O)c1ccc(N2CCN(C)CC2)c(NC(=O)c2ccc(-c3ccc(Cl)cc3)o2)c1
0.55,i,C=CCn1c(=O)c2ccc(C(=O)NCc3ccccc3)cc2n(Cc2cccc(Cl)c2)c1=O
-0.03,i,COc1ccc(-c2cc(C(=O)N(C)Cc3ccccc3)c3ccccc3n2)cc1
-0.87,i,COc1cc(/C=N/N=C(/C(=O)c2ccccc2)c2ccccc2)cc(OC)c1O
-0.15,i,COc1cccc(CC2(CO)CCCN(S(=O)(=O)N(C)C)C2)c1 (stereo not given)
-1.72,i,O=C(C1CCCN(S(=O)(=O)c2ccccc2)C1)N1CCN(c2ccccc2)CC1 (stereo not given)
0.53,i,CC1N(C(=O)N(C)C)CCN1S(=O)(=O)c1ccccc1 (stereo not given)
1.66,i,COC(=O)c1[nH]c(C)c(/C(O)=C2\C(=O)C(=O)N(CCN3CCOCC3)C2c2cccs2)c1C (stereo not given)
-0.01,i,CCC(CC)C(=O)c1c[nH]c(C(=O)NCc2cccnc2)c1
0.65,i,O=C(Nc1ccc(N2CCN(Cc3ccccc3)CC2)cc1)c1ccccc1[N+](=O)[O-]
0.66,i,O=C(CN1CCN(CC(=O)Nc2ccccn2)CC1)Nc1ccccn1
1.03,i,COC(=O)c1ccccc1NC(=O)c1ccc(COc2cc(C)cc(C)c2)o1
-1.21,i,COc1cc2c(cc1OC)CN(C(=O)COc1ccccc1C#N)CC2
0.04,i,Cc1cc(NC(=O)c2cc(-c3ccccn3)nc3ccc(Br)cc23)no1
-0.3,i,CS(=O)(=O)N(CC(=O)NCc1ccncc1)C1CCCCC1
-0.32,i,COCc1ccc(C(=O)N2CCCC(N(C)Cc3ccccc3)C2)s1 (stereo not given)
1.93,i,CSc1nsc2nc(=O)c(/C=C3\C(C)=Nc4ccc(C)cc43)c(N)n12
-0.09,i,CCCCN(C)C/C(O)=C(\C#N)c1nc(-c2ccccc2)cs1
0.95,i,Cc1cccc(NC(=O)CSc2nnc(NC(=O)CN3CCCCC3)s2)c1
-1.04,i,CNc1ccc(Cl)cc1C(N)=O
0.2,-6.45*,Cc1ccc(C(C)C)c(OCC(=O)NS(=O)(=O)c2ccc(Cl)cc2)c1
2.07,i,CCOc1ccc(CNC(=O)CCC(=O)N2CCSc3ccccc32)cc1
-0.13,i,COc1ccc(-n2nnc3c(=O)n(CC(=O)Nc4cc(C)on4)cnc32)cc1OC
0.08,i,COc1ccc(C(=O)N/N=C\C(C)=C\c2ccccc2)cc1OC
-0.51,i,Cc1c(Cl)cccc1NC(=O)CSc1nc2c(c(=O)[nH]1)CCCC2
-0.03,i,Cc1ccc(S(=O)(=O)N2CCN(C(=O)NCc3ccc(F)cc3)CC2)c(C)c1
-0.53,i,Cc1ccc(C2N(c3ccc(Cl)c(Cl)c3)C(=O)C3CCCN32)o1 (stereo not given)

No new results follow: 7 of the compounds above.
Kir21 block,CHT block,canonical_smiles
-0.32,i,COCc1ccc(C(=O)N2CCCC(N(C)Cc3ccccc3)C2)s1 (stereo not given)
1.93,i,CSc1nsc2nc(=O)c(/C=C3\C(C)=Nc4ccc(C)cc43)c(N)n12
-0.09,i,CCCCN(C)C/C(O)=C(\C#N)c1nc(-c2ccccc2)cs1
0.95,i,Cc1cccc(NC(=O)CSc2nnc(NC(=O)CN3CCCCC3)s2)c1
-1.04,i,CNc1ccc(Cl)cc1C(N)=O
0.2,-6.45*,Cc1ccc(C(C)C)c(OCC(=O)NS(=O)(=O)c2ccc(Cl)cc2)c1
2.07,i,CCOc1ccc(CNC(=O)CCC(=O)N2CCSc3ccccc32)cc1

Further entries follow:
Kir21 block,CHT block,canonical_smiles
0.54,i,C/C(=N\NC(=O)c1ccc(O)cc1)c1ccc(NC(=O)Cc2ccccc2)cc1
0.23,i,CN(C)S(=O)(=O)c1ccc(C(=O)NCCOc2ccccc2)cc1
-0.35,i,Cc1ccc(NC(=O)C(CC(C)C)NC(=O)C2CCC(C)CC2)nc1 (stereo not given)
2.19,i,COc1ccc(NC(=O)NNC(=O)c2cc(C3CC3)nc3ccccc23)c(OC)c1
-2.18,i,O=C(CSc1ccc(Cl)cc1)NC1CCCC1
0.83,i,Cc1nn(CCOc2ccccc2)c(=O)n1-c1ccc(Cl)cc1
-1.32,i,COc1ccccc1CCC(=O)OCC(=O)Nc1cccc(S(=O)(=O)N2CCCCC2)c1
1.54,i,CCN(CC)c1ccc(C(=O)NNC(=O)CN2C(=O)NC3(CCCCC3)C2=O)cc1
0.79,i,CCOC(=O)c1cnn(-c2ccc(C(C)C)cc2)c1NC(=O)C1CCC1
-0.63,i,COc1ccccc1NC(=O)CCn1c(=S)oc2ccccc21
-0.91,i,CC1Cc2nc(SCC(=O)NCC3CCCO3)n(Cc3ccccc3)c(=O)c2S1 (stereo not given)
-0.24,i,CCn1c(=O)c([N+](=O)[O-])c(NCc2ccco2)c2ccccc21
2.55,i,O=C(c1ccccc1)c1ccc2cc(O)ccc2c1
0.44,i,O=C1C(=O)N(CCN2CCOCC2)C(c2ccc(Cl)c(Cl)c2)/C1=C(/O)c1ccc2c(c1)OCO2 (stereo not given)
1.21,i,CCN(CC)CCCn1c2c(c(SCC(=O)Nc3nc4ccccc4s3)nc1=O)CCC2
-3.73,i,COc1ccc(CCC(C)NCc2ccccc2OC)cc1 (stereo not given)
-0.89,i,CC(C)Cn1c2c(c(O)c(C(=O)Nc3ccc(F)cc3)c1=O)CCCC2
0.5,i,NC(=O)[C@@H]1CC2(CC(c3cccc(NC(=O)CC(c4ccccc4)c4ccccc4)c3)=NO2)CN1C(=O)c1ccc(Cl)cc1 (stereo not given in full)
1.44,i,Cn1nc(-c2ccc(Cl)cc2)c2cc(C(=O)NCCCN3CCOCC3)sc21
1.4,i,Cc1occc1C(=O)N/N=C/c1cnn(C)c1C
0.63,i,CCC(OC(=O)c1nsc(Cl)c1Cl)C(=O)NCc1cccs1 (stereo not given)
0.93,i,CCN1C(=O)/C(=C/c2cc(C)n(C)c2C)SC1=Nc1ccc(OC)cc1
1.33,i,N#CCSc1ncccc1-c1nc2ccccc2[nH]1
0.45,-5.19*,COc1ccc(-c2nc3cc([N+](=O)[O-])ccc3o2)cc1
-0.11,i,Cc1ccc(CNC(=O)CN2C(=O)c3ccccc3S2(=O)=O)cc1
-0.92,i,COc1ccc(NC(=O)CS(=O)(=O)c2ccc(Br)cc2)cc1
-0.28,i,COc1ccc(CCNc2cc(C)nc3c(-c4ccc(Cl)cc4)c(C)nn23)cc1OC
-0.01,i,CCOC(=O)c1cc(S(=O)(=O)N2CCC(C)CC2)cn1C
0.48,i,C[C@H]1[C@H](C)CC[C@]2(C)CC[C@]3(C)C(=CC[C@@H]4[C@@]5(C)CC[C@@H](O)[C@](C)(C(=O)O)[C@@H]5CC[C@]43C)[C@H]12
-0.45,i,O=C(NC1CCCC1)c1ccc([N+](=O)[O-])s1
-0.03,i,Clc1cc(Br)ccc1OCCCn1ccnc1
-0.34,i,CC1(C)C=Cc2cc3ccc(=O)oc3cc2O1
1.03,i,CCN(c1ccccc1)S(=O)(=O)c1cc(CN2C(=O)c3cccnc3C2=O)ccc1OC
-1.99,i,NC(=O)CSc1nnnn1-c1cccc(Cl)c1
0.21,i,CN(C)c1ccc(NC(=O)Oc2ccccc2)cc1
1.6,i,O=C1C2C3c4ccccc4C(c4ccccc43)C2C(=O)N1Cc1ccccn1 (stereo not given)
-0.01,i,COc1cccc(CSc2nc3ccncc3[nH]2)c1
